# tim10-1 inh: growth inhibitors of tim10-1 mutant yeast, primary screen, luminescence, uHTS; inhibition, % at 20 µM; 330,000 compounds, 2.2% hits; AID 463190, 2010; S. cerevisiae tim10-1 ts strain growth, BacTiter-Glo, 24 h;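 active = inhibition of at least 40%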;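 also: mutant grown at 25 °C; 0% = DMSO wells with yeast and 100% = wells holding no yeast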
# APJ agonist: agonists of human apelin receptor APJ, primary screen, CHO-K1 cells, PathHunter beta-arrestin, luminescence; P35414; activation, % at 20 µM; 0% DMSO wells, 100% apelin; 330,000 compounds, 0.11% hits; AID 2520, 2010;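 active = activation more than six SD over the plate average, tested at 20 µM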;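 also: 0% = DMSO alone and 100% = apelin-13 at 10 nM; some results filed as inactive read as strong as hits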
# Target sequence (P35414 whole entry, looked up): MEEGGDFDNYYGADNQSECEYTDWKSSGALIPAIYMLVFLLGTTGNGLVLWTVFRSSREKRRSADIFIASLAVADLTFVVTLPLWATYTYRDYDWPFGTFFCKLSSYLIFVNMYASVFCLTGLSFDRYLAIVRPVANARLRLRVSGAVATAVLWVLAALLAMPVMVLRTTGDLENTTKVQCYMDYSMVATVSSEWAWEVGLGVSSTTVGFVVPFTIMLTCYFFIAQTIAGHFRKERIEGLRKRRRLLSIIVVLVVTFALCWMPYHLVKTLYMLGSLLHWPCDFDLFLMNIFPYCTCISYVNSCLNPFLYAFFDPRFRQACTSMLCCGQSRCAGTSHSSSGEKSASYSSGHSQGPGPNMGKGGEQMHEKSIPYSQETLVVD
#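 Test system: CHO-K1 APJ beta-arrestin complementation cell line. Amount: cell density 1000 per well. Controls: DMSO negative, 10 nM Apelin-13 positive. Signal: luminescent beta-gal fragment complementation, chemiluminescent substrate. Read-out basis: agonist-driven arrestin binding to APJ. Timing: compound stimulation 90 min at 25 °C, detection 60 min.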
# NR3A LBD binder: binders of NR3A ligand-binding domain, primary screen, biophysical, differential scanning fluorimetry, uHTS; Tm shift relative to glycine control, % at 25 µM; 340,000 compounds, 2.5% hits; AID 1259313, 2017; Glutamate receptor ionotropic, NMDA 3A (GRIN3A) ligand-binding domain; NR3A LBD differential scanning fluorimetry, Tm shift; 0% = protein alone, 100% = glycine-bound protein;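 active = melting temperature shift of at least 10% of the positive control shift, at one fixed dose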
# TIM10 inh: growth inhibitors of isogenic TIM10 control yeast, primary screen, counter-screen for tim10-1 yeast inhibitor project, luminescence, uHTS; S. cerevisiae TIM10 strain growth, BacTiter-Glo luminescence, 24 h; AID 463195, 2010; 330,000 compounds, 1.4% hits; inhibition, % at 10 µM;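 active = inhibition of 40% or more at the single tested concentration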;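 also: wild-type TIM10 isogenic control strain grown at permissive 25 °C; 0% = DMSO yeast wells and 100% = minimal medium wells without yeast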
# MPTP inh: mitochondrial permeability transition pore inhibitors, primary screen, biochemical, isolated mouse mitochondria, absorbance. Ca2+ swelling absorbance, 30 min. inhibition, % at 10 µM. 360,000 compounds, 1.4% hits;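 active = inhibition of 50% or more, scaled per plate between neutral and stimulator controls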;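 also: 0% = DMSO wells given calcium and 100% = 1 mM EGTA wells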
# NLRP3 yeast inh: NALP3 inflammasome inhibitors in reconstituted yeast, primary screen, luminescence, uHTS; 330,000 compounds, 0.39% hits; Yeast reconstituted NLRP3/ASC/caspase-1, beta-gal luminescence, 24 h; inhibition, % at 10 µM;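 active = inhibition of 50% or more; inactive = inhibition below 50%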;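 also: plate controls were induced DMSO wells for no effect and uninduced yeast grown without galactose for full effect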
# APJ antag: antagonists of human apelin receptor APJ, primary screen, CHO-K1 cells, beta-arrestin complementation, luminescence; P35414; inhibition, % at 20 µM; 330,000 compounds, 0.32% hits;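 active = inhibition above about 40% at 20 µM, limit read from the data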;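 also: cells challenged with 10 nM apelin-13 agonist together with compound; plate controls were apelin-13 plus DMSO wells for no effect and DMSO wells lacking apelin-13 for full effect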
# beta cell repl: inducers of MIN6 beta-cell proliferation, primary screen, ATP luminescence, uHTS; MIN6 cells proliferation, ATPlite luminescence, 48 h; cells starved in 0.2% serum; 100% = growth in 10% serum; proliferation, % at 10 µM; AID 2380, 2010; 330,000 compounds, 0.29% hits;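 active = compounds whose signal lies at least 3.5 SD above the mean of all wells on their plate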;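 also: 0% = DMSO-treated cells in low-serum medium and 100% = 10% serum control; some compounds called inactive have numbers as strong as hits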
# tim23-1 inh: growth inhibitors of tim23-1 mutant yeast, primary screen, luminescence, uHTS. S. cerevisiae tim23-1 growth, BacTiter-Glo luminescence, 24 h. inhibition, % at 20 µM. 330,000 compounds, 1.3% hits;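 active = growth inhibition of the mutant yeast at or above 50%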;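 also: temperature-sensitive mutant grown at 25 °C; plate controls were DMSO-treated mutant yeast for no effect and medium wells lacking yeast for full effect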
# Starred values were filed as active, the others as inactive; / = no result given.
SMILES,tim10-1 inh,APJ agonist,NR3A LBD binder,TIM10 inh,MPTP inh,NLRP3 yeast inh,APJ antag,beta cell repl,tim23-1 inh
Cc1nn(C)c(C)c1CNC(=O)Nc1ccc(Cl)cc1,3,0,-2,-29,1.9,-11,-16,-1,2
Cc1cc(C)n(-c2nc(SCC(=O)O)c3c4c(sc3n2)COC(C)(C)C4)n1,13,0,-1,8,0.0,-11,-8,-2,4
Cc1onc(-c2c(F)cccc2Cl)c1C(=O)NC1CCSC1=O (stereo not drawn),4,-4,2,-9,-1.9,8,9,-2,8
N#Cc1sc2nc3c(c(-c4cccnc4)c2c1N)CCC3,15,-1,-2,9,-0.4,12,9,-3,10
Cc1ccc(S(=O)(=O)/N=C(/Nc2ccc([N+](=O)[O-])cc2[N+](=O)[O-])c2ccccc2)cc1,26,-3,1,17,86*,-11,25,-6,45
COc1ccc(C(=O)N/N=C/c2ccc(OC(=O)c3cccc4ccccc34)c([N+](=O)[O-])c2)cc1,-5,3,12*,15,1.0,3,16,0,-2
COCCOC(=O)N/C=C\c1nc2ccccc2c(=O)[nH]1,7,-2,1,4,-1.2,5,8,0,7
COc1ccc2c(c1)CCC1C2=NN(/C(C)=C\C(C)=O)C1c1ccc(F)cc1 (stereo not drawn),23,-4,-3,12,2.2,13,-5,1,17
O=C1CC(N2CCN(Cc3ccc4c(c3)OCO4)CC2)C(=O)N1Cc1ccc(N2CCCC2=O)cc1 (stereo not drawn),6,-2,2,1,22,7,6,-1,13
C=CCn1c(SCc2ccc(Cl)c(Cl)c2)nnc1C(CO)NC(=O)c1ccc(OC)cc1 (stereo not drawn),12,3,-6,17,-3.4,-7,-38,-3,2
CCS(=O)(=O)N1CCCC(C(=O)NCCCN2CCCC2=O)C1 (stereo not drawn),9,-1,2,1,-2.9,12,2,3,7
Cc1cc(C)c2nc(N(CCCN(C)C)C(=O)c3ccc(S(=O)(=O)N4CCCCCC4)cc3)sc2c1,34,-5,2,27,83*,23,20,-7,10
COc1ccc(CCN2CC(O)=C(c3nc4ccccc4c(=O)[nH]3)C2=N)cc1OC,18,-1,0,-27,1.0,11,6,-1,0
CN1CCN(S(=O)(=O)c2ccc(N(C)Cc3cccc(F)c3)nc2)CC1,-7,-3,-2,2,-1.0,24,-12,1,-5
COC(=O)CCC(=O)Nc1cccc(Br)c1,22,3,-10,-3,1.0,11,-10,-3,12
Cc1ccc(F)c(CNC(=O)C2CCC(=O)N(CCN3CCOCC3)C2)c1F (stereo not drawn),-5,-6,-4,-7,-0.4,17,9,-1,-1
CCCC1=NN(C(=O)C(=O)Nc2ccc(Br)cc2)C(O)(C(F)(F)F)C1 (stereo not drawn),6,-3,0,-1,22,16,12,-5,17
CC1(C)CC(=O)C(Sc2ccccc2[N+](=O)[O-])=C(O)C1,2,-8,7,6,0.0,-4,-4,-1,5
O=C(CCSc1ccc(Cl)cc1)N1CCN(S(=O)(=O)c2ccccc2)CC1,11,1,2,5,-0.7,21,-4,-3,44
Cc1c(C(=O)N2CCC3(CC2)CC(=O)c2ccccc2O3)cccc1[N+](=O)[O-],6,6,1,12,0.5,15,13,1,14
Cc1cc(C)n2nc(SCC(=O)N/N=C/c3ccccc3F)nc2n1,-2,4,1,3,-1.8,16,-9,-2,-2
Cc1cnc([N+](=O)[O-])n1CCOC(=O)NC(=O)c1ccc(F)cc1,20,0,3,-4,-1.5,11,-2,-1,-8
CCOC(=O)/C(C#N)=C1/C=CN(c2ccc(C)cc2)C=N1,-3,-1,1,2,-0.9,16,8,3,3
O=C(COc1ccc2c3c(c(=O)oc2c1)CCC3)Nc1ccc(CCO)cc1,23,-6,0,-5,0.0,9,-3,-3,2
CCNC(=O)COC(=O)CCNC(=O)c1cccc(C)c1,-25,-2,-2,-19,-2.2,12,-19,-3,4
# Continued:
SMILES,tim10-1 inh,APJ agonist,NR3A LBD binder,TIM10 inh,MPTP inh,NLRP3 yeast inh,APJ antag,beta cell repl,tim23-1 inh
Cc1cc(Cn2nc(C(=O)NCC3CC3)cc2-c2ccccc2)on1,13,0,0,9,0.2,8,-5,0,13
CCOC(=O)C(Cc1ccccc1)c1ccnc2ncnn12 (stereo not drawn),10,-2,-1,-2,0.7,5,-7,-3,8
N#Cc1c(/N=C/N2CCCC2)oc(-c2ccccc2)c1-c1ccccc1,35,-3,0,23,0.2,-10,4,-4,7
CC[C@H](C)[C@@H]1NC(=O)c2cc([N+](=O)[O-])cc(F)c2NCCCC[C@@H](C(N)=O)NC(=O)[C@H](CC(N)=O)NC1=O,3,1,1,4,-0.3,-11,-26,-4,5
CCCC(=O)Nc1nc2ccc(NC(=O)c3c(F)c(F)c(OC)c(F)c3F)cc2s1,11,-6,17*,2,6.3,10,6,-6,10
CCCN(CC1CC1)S(=O)(=O)c1ccc(-n2cnnn2)c(OC)c1,15,-3,-1,6,-1.2,9,-6,1,17
CCOC(=O)C1CN(S(=O)(=O)c2ccc(C)cc2)c2ccccc2O1 (stereo not drawn),4,-2,-3,-16,0.8,45,5,-3,20
CCOC(=O)CCCCC(=O)c1[nH]c(=O)[nH]c1Cn1ccnc1,2,-2,-1,8,-1.1,15,10,-1,5
O=C(CC1C(=O)NCCN1CC1CCCCC1)NCCc1ccc(F)cc1 (stereo not drawn),30,-4,-2,20,-1.4,16,-9,0,19
COc1cccc(OCC(O)CN2CCN(CCN3C(=O)c4cccc5cccc(c45)C3=O)CC2)c1 (stereo not drawn),31,1,0,29,-0.2,-4,-2,0,11
Cc1nc2ccccc2n1CCCOc1ccccc1,29,4,0,-7,0.6,19,-3,-5,9
O=C(Cn1nc(Cc2cccnc2)c2ccccc2c1=O)NCC1CCCO1 (stereo not drawn),4,-4,-3,-5,-1.5,7,-8,3,-6
CCOP(=O)(OCC)C(Nc1cccc(C(F)(F)F)c1)c1ccc(F)cc1 (stereo not drawn),18,-3,-5,11,1.9,-3,-2,-3,36
CCn1c(SCC(=O)O)nnc1C1CCCCC1,15,-4,-1,15,-1.5,-5,5,1,7
Cc1ccc2[nH]cc(S(=O)(=O)c3ccc(F)cc3)c(=O)c2c1,4,1,/,3,0.5,2,-4,2,6
Cc1cccc(N(C(=O)Cn2nnc3ccccc32)C(C(=O)NC(C)(C)C)c2ccsc2)c1C (stereo not drawn),0,-4,1,-4,-1.0,9,-8,-2,-10
COC(=O)c1ccc(C(=O)OC)c(NC(=O)C(C)(C)C)c1,-11,-5,-2,-36,0.7,24,9,-4,16
Cc1ccc2c(c1)cc(CN(Cc1ccc3c(c1)OCO3)C(=O)c1cnccn1)c1nnnn12,34,-4,-1,31,1.4,9,23,2,29
Cc1cc(NC(=O)/C=C/c2ccc(Br)cc2)no1,-26,-3,2,-11,1.5,16,5,-4,-16
Cc1ccc(NC(=O)CSc2nc(C)c(C)c(C)n2)c([N+](=O)[O-])c1,13,-3,-1,19,0.1,15,3,-4,17
COc1ccc(N2CCN(C(=O)c3cccc(N4C(=O)C5C6C=CC(C6)C5C4=O)c3)CC2)cc1 (stereo not drawn),-1,-4,1,-2,0.6,5,18,-3,-6
O=C(CSc1nc(=O)n2cc(Cl)ccc2n1)Nc1cccc2ccccc12,24,8,-3,2,0.3,6,-74,-3,19
C=C(C)c1cccc(C(C)(C)NC(=O)NC2CCN(Cc3ccccc3)CC2)c1,18,0,-3,2,0.8,26,3,-3,10
O=C(N/N=C\c1cc(Br)ccc1O)c1ccc(S(=O)(=O)N2CCCCC2)cc1,18,0,8,26,66*,5,-12,-4,6
Cc1nc2ccccc2c(=O)n1NC(=O)Cc1ccc([N+](=O)[O-])cc1,-7,0,-2,9,0.3,1,0,5,5
# Following part:
SMILES,tim10-1 inh,APJ agonist,NR3A LBD binder,TIM10 inh,MPTP inh,NLRP3 yeast inh,APJ antag,beta cell repl,tim23-1 inh
COc1ccc(N2C(=O)c3ccccc3NC2c2cccnc2)cc1 (stereo not drawn),9,1,0,2,0.0,13,-10,-2,17
CN(CC(=O)Nc1ccc(F)cc1)C(=O)CSc1nncs1,-13,-5,-1,8,-0.4,17,7,2,-8
N/C(=N\OC(=O)c1ccc(OCC(F)(F)F)nc1)c1ccc(Cl)cc1,26,9,-1,5,-0.3,17,-33,0,1
O=C(COC(=O)CSc1ccc(F)cc1)NNC(=O)c1ccc([N+](=O)[O-])cc1,1,6,-3,-6,-0.9,13,3,-4,-2
CCOc1ccc(NC(=O)NC(=O)N(C)S(=O)(=O)c2ccc(C)cc2)cc1,19,2,5,6,5.5,7,14,-2,2
COc1ccccc1C(=O)Nc1ccc(C(=O)N2CCCCC2)cc1,27,-4,1,7,0.3,19,-32,-1,7
Fc1cccc(-c2cc3nc4c(c(NCc5ccco5)n3n2)CCCC4)c1,50*,6,-3,27,2.2,32,-21,-4,50
CCNC(=S)N(Cc1ccco1)Cc1cc2cc(OCC)ccc2[nH]c1=O,-17,-1,-1,8,-0.2,23,-13,-3,24
O=c1oc2ccccc2c(O)c1CN1CCCCC1,15,-3,-4,-6,20,-3,-13,-1,22
Cn1c(C(=O)NCC2CCCO2)cc2c(=O)n(C)c3ccccc3c21 (stereo not drawn),8,-2,0,7,-1.8,3,-2,-2,13
Nc1nc(C23CC4CC(CC(Cl)(C4)C2)C3)cs1,29,2,1,29,-0.3,4,-7,-1,38
Cc1ccc(NC(=O)C2CCN(S(=O)(=O)c3ccc4c(c3)oc(=O)n4C)CC2)cc1,-20,1,0,-3,-0.4,-2,-22,-3,9
CC(NS(=O)(=O)c1ccc(NC(=O)N2CCCCC2)cc1)c1ccccc1 (stereo not drawn),14,-2,4,6,-0.8,-8,-17,0,11
CC1CCN(S(=O)(=O)c2ccc3c(c2)c(=O)c(C(=O)NC2CCCC2)cn3C)CC1,10,-3,-3,10,3.3,-1,7,-4,0
CC(C)(C)c1cc2ncnc(N3CCCCC3)c2s1,39,-2,-2,17,-0.2,32,-5,1,48
COC(=O)CN1C(=S)N(Cc2ccccc2)C(=O)C1CC(=O)Nc1ccc(Br)cc1 (stereo not drawn),24,-3,18*,24,-21,2,6,-6,2
Cc1ccc(S(=O)(=O)Nc2nccs2)cc1[N+](=O)[O-],-16,-1,1,0,-0.8,-2,2,-3,12
C[C@@]12C(=O)N(CC3CCCO3)CC(=O)N1[C@H]1c3cc(Cl)ccc3OC[C@@H]1[C@@H]2c1ccccc1 (stereo partly drawn),13,-1,0,7,-3.2,14,-5,5,6

# Structures above that have a cyano group (3):
SMILES,tim10-1 inh,APJ agonist,NR3A LBD binder,TIM10 inh,MPTP inh,NLRP3 yeast inh,APJ antag,beta cell repl,tim23-1 inh
N#Cc1sc2nc3c(c(-c4cccnc4)c2c1N)CCC3,15,-1,-2,9,-0.4,12,9,-3,10
CCOC(=O)/C(C#N)=C1/C=CN(c2ccc(C)cc2)C=N1,-3,-1,1,2,-0.9,16,8,3,3
N#Cc1c(/N=C/N2CCCC2)oc(-c2ccccc2)c1-c1ccccc1,35,-3,0,23,0.2,-10,4,-4,7

# Screening data (PubChem BioAssay)
